pPAFAH FP inh: pPAFAH enzyme inhibitors, primary screen, biochemical, fluorescence polarization, human; inhibition, % at 3.39 µM; 330,000 compounds, 1.5% hits; AID 463082, 2010; recombinant pPAFAH, FP-rhodamine probe fluorescence polarization;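 active = inhibition above the mean inhibition across the screen plus 3 SD, cut at about 25% in these data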;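 note: inhibitors block binding of the rhodamine activity-based probe so polarization drops; 0% = enzyme with DMSO and 100% = wells lacking pPAFAH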
LYPLA2 counter: LYPLA2 inhibitors, primary screen, counter-screen for PME1 inhibitor project, biochemical, fluorescence polarization, FP-Rh probe ABPP; 320,000 compounds, 0.38% hits; recombinant LYPLA2; inhibition, % at 5.9 µM; Acyl-protein thioesterase 2 (Homo sapiens), O95372;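 active = inhibition above the screen-wide mean plus 3 SD, limit set per campaign, cut at about 26% in these data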;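 note: 0% = LYPLA2 with DMSO and 100% = wells lacking LYPLA2 enzyme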
GSTO1 counter: inhibitors of recombinant GSTO1, primary screen, counter-screen for RBBP9 inhibitor project, biochemical, fluorescence polarization. Glutathione S-transferase omega-1 (Homo sapiens), P78417. activity-based probe fluorescence polarization. inhibition, % at 5.96 µM. 300,000 compounds, 1.1% hits. AID 1974, 2009;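 active = inhibition above the campaign mean inhibition plus 3 SD, cut at about 35% in these data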;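 note: 0% = GSTO1-1 with DMSO and 100% = wells lacking GSTO1-1 enzyme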
Target sequence (P78417 whole entry, looked up): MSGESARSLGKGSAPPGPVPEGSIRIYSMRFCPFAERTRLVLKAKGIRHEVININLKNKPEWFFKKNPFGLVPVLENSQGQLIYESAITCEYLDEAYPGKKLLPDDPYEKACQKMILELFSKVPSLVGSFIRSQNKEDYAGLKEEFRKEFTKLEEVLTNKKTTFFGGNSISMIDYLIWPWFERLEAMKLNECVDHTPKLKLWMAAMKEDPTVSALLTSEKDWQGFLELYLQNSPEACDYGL
PAFAH2 FP inh: PAFAH2 enzyme inhibitors, primary screen, biochemical, fluorescence polarization, human; inhibition, % at 3.39 µM; recombinant PAFAH2, FP-rhodamine activity probe; 340,000 compounds, 0.99% hits;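 active = inhibition above the mean over all tested compounds plus 3 SD, cut at about 30% in these data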;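 note: inhibitors block probe labeling of enzyme so polarization drops; 0% = enzyme with DMSO and 100% = wells lacking PAFAH2 protein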
PME-1 primary: PME-1 inhibitors via competitive probe labeling, primary screen, biochemical, fluorescence polarization, FP-Rh probe, HTS; inhibition, % at 5.9 µM; Protein phosphatase methylesterase 1 (Homo sapiens), Q9Y570; recombinant PME-1; 320,000 compounds, 0.53% hits; AID 2130, 2009;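 active = inhibition above the campaign mean of all compounds plus 3 SD, cut at about 26% in these data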;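 note: competitive labeling of PME-1 active site by serine hydrolase directed probe; 0% = PME-1 with DMSO and 100% = wells lacking PME-1 enzyme; inhibitors block probe labeling so polarization falls and inhibition rises; many of its hits are not listed in these tables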
Target sequence (Q9Y570 whole entry, looked up): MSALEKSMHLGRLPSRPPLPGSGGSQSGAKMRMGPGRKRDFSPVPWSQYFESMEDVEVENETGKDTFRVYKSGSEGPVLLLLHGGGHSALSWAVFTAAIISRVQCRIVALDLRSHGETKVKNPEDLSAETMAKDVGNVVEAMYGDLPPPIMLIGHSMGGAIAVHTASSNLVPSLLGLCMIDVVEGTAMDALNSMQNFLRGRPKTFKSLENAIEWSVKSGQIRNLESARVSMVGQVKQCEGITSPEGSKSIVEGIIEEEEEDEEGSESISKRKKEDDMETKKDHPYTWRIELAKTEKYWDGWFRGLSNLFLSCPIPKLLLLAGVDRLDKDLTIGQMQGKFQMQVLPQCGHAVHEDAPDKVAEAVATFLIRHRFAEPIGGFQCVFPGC
PAFAH1B3 inh: PAFAH1B3 enzyme inhibitors, primary screen, biochemical, fluorescence polarization, human. recombinant PAFAH1B3, FP-rhodamine probe. inhibition, % at 3.39 µM. 340,000 compounds, 0.28% hits. AID 492972, 2010;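 active = inhibition above the screen-wide average of all tested compounds plus 3 SD, cut at about 25% in these data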;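 note: 0% = enzyme with DMSO only and 100% = wells lacking PAFAH1B3 protein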
PAFAH1B2 FP inh: PAFAH1B2 enzyme inhibitors, primary screen, biochemical, fluorescence polarization, human; recombinant PAFAH1B2, FP-rhodamine activity probe; 340,000 compounds, 1.2% hits; AID 492953, 2010; inhibition, % at 3.39 µM;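 active = inhibition above the mean of all tested compounds plus 3 SD, cut at about 24% in these data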;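 note: 0% = enzyme with DMSO and 100% = wells lacking PAFAH1B2; many of its hits are not listed in these tables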
LYPLA1 inh: LYPLA1 inhibitors, primary screen, counter-screen for PME1 inhibitor project, biochemical, fluorescence polarization, FP-Rh probe ABPP; inhibition, % at 5.9 µM; 320,000 compounds, 0.16% hits; Acyl-protein thioesterase 1 (Homo sapiens), O75608; recombinant LYPLA1;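 active = inhibition above the mean of all tested compounds plus 3 SD, set per campaign, cut at about 14% in these data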;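 note: inhibitors block serine hydrolase probe labeling of LYPLA1 so polarization falls; 0% = enzyme with DMSO and 100% = wells lacking LYPLA1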
Target sequence (O75608 whole entry, looked up): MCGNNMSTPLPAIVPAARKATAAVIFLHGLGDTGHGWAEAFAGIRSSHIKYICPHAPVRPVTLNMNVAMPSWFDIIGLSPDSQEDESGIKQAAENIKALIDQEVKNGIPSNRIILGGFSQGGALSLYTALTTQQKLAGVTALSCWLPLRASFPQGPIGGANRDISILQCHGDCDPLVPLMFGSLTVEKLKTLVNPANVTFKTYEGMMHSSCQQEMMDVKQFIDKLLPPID
PAD4 inh: human PAD4 inhibitors, primary screen, biochemical, fluorescence polarization, 1536-well format | recombinant PAD4, RCA probe fluorescence polarization | inhibition, % at 6.36 µM | 330,000 compounds, 0.41% hits | AID 485272, 2010;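 active = percent inhibition above a cutoff equal to the mean of all tested compounds plus 3 SD, cut at about 15% in these data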;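 note: 0% = PAD4 with RCA probe and DMSO and 100% = probe without PAD4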
* marks the source's active call; other numbers are inactive results; nt = not tested or not shown. Not all compounds are listed (hit frequency here may not be typical).

Each structure is followed by: pPAFAH FP inh, LYPLA2 counter, GSTO1 counter, PAFAH2 FP inh, PME-1 primary, PAFAH1B3 inh, PAFAH1B2 FP inh, LYPLA1 inh, PAD4 inh
CSCCC(NC(=O)c1ccco1)C(=O)N1CC(C)OC(C)C1 (stereo not given)
 : -1, 6, nt, 10, -4, 4, 4, 1, 1
COC(=O)c1cc(S(=O)(=O)N2CCOCC2)ccc1Sc1ccccc1N
 : -3, 2, 0, -13, 0, 13, -3, 3, -4
O=C(CCCC(=O)N(CC(=O)NC1CCCCC1)Cc1ccc2c(c1)OCO2)Nc1ccccn1
 : -2, -4, 5, 4, -5, 4, 4, -5, 4
O=C(N/N=C/c1ccccc1C(=O)O)C(=O)N1CCCCC1
 : 1, 0, 1, 4, -5, -1, 7, -1, -6
N#C/C(=C\c1ccc(-c2ccc([N+](=O)[O-])cc2Br)o1)C(=O)N1CCN(c2ccccc2)CC1
 : 7, 1, 6, 1, 3, 5, -1, 1, -2
CCOC(=O)c1[nH]c2ccc(OCC)cc2c1NC(=O)CN1CCN(c2ccccc2)CC1
 : 1, 2, 6, -4, -1, 3, 0, 0, 0
CC(Sc1ccsc1[N+](=O)[O-])C(=O)N1CCN(c2ccccn2)CC1 (stereo not given)
 : 4, 7, 11, -2, 2, 3, 1, 1, -6
CN(CC(=O)Nc1ccc(Cl)cc1)CC(=O)Nc1cc(Cl)ccc1C#N
 : 0, -3, 0, 3, 12, 11, 6, -2, 3
CCCc1cc(=O)oc2cc(C)cc(OC(C)C(=O)NCc3ccncc3)c12 (stereo not given)
 : 4, 6, 1, -4, 5, 0, 3, 2, 1
O=C(Nc1ccc2c(c1)OCO2)c1c(Cl)nc2sccn12
 : 4, 2, 0, 6, -4, 0, 2, 7, 0
CCn1c2ccccc2c2nc3cc(OC)c(OC)cc3nc21
 : 7, 7, -23, 17, 2, 8, 2, 5, -5
COC(=O)c1ccc(N=C2S/C(=C\c3cc(C)n(-c4cccnc4)c3C)C(=O)N2C)cc1
 : 6, 0, 2, -2, -9, 1, 2, 1, 0
O=C(CCC(=O)OCC(=O)c1ccc(F)cc1)NC1CCCCC1
 : 11, 16, 7, 4, -6, 2, 1, 5, 0
O=C(CN1C2CCCC1CC(NC(=O)c1ccccc1)C2)Nc1ccccc1 (stereo not given)
 : -4, 3, 5, -11, -4, 8, 4, -3, 0
O=C(CN1CCCCC1)Nc1scc2c1c(=O)oc1ccccc12
 : -3, -4, -2, 7, -4, 3, 2, -2, 2
Cn1c(SCC(=O)Nc2cccc3ccccc23)nc(O)cc1=O
 : 15, 1, -3, 0, -3, 15, 1, -2, 5
O=C(Nc1ccccc1)C1CCCN(C(=O)c2ccc(Cl)cc2)C1 (stereo not given)
 : 3, -5, 2, 0, 0, 2, 5, -1, -1
COCCNC(=O)c1ccc(CSc2nc3ccccc3s2)cc1
 : -5, 24, -7, 2, -6, 0, 4, 8, -4
C[C@@H](C(=O)NCC1CC1)[C@H]1C[C@]1(C)[C@H](NC(=O)OCc1ccccc1)c1ccccc1
 : -3, -8, 5, 0, 1, 2, 6, 1, -2
COc1ccccc1C(=O)Nc1ccc(N2CCN(Cc3ccccc3)CC2)cc1
 : 11, 19, 13, -8, 3, 6, 0, 6, 4
COc1cccc(CN2CCN(Cc3nc4c(s3)CCCC4)CC2CCO)c1 (stereo not given)
 : 1, 0, 7, -2, 6, -1, 4, -4, -1
C/C(=N\OCC(=O)Nn1c(C)nc2ccccc2c1=O)c1ccccc1
 : 8, 2, 3, 3, 4, -1, 8, 6, 0
COc1ccc(/C=C(\NC(=O)c2ccccc2)C(=O)N2CCCCC2)cc1OC
 : 1, 4, -6, 2, -3, 7, 0, 4, -3
O=S(=O)(c1ccccc1F)N1CCC(c2nc3ccccc3[nH]2)CC1
 : -2, 1, -5, 4, -6, 6, 2, -6, -3
Cc1nc2ccc(NC(=S)N3CCCC3)cc2nc1C
 : 4, -4, 1, -7, -3, -4, -3, -6, -4
O=c1c2c(-c3ccccc3)ccnc2[nH]n1-c1ccccc1
 : 17, 2, -6, 3, 1, 12, 6, -5, 1
O=C(CSc1ccc(F)cc1)NCCSc1ccccc1
 : 6, -1, -3, 4, 3, 12, 28*, -2, -6
CCOC(=O)N1CCN(S(=O)(=O)c2ccc3[nH]c(=O)oc3c2)CC1
 : 5, 5, 1, -2, -10, 5, -1, 0, -3
CCCCOc1ccc(NC(=O)CSCC(=O)OCC)cc1
 : 9, 9, 4, -4, 3, 3, 4, -1, 4
Cc1ccc(C)c(-n2c(SCC(=O)NC(C(=O)O)C(C)C)nnc2-c2cccc(Cl)c2)c1 (stereo not given)
 : -5, -3, 12, 8, 7, 13, 7, -2, -3
O=C(NN=C1CCCC1)c1cccs1
 : -2, 2, 1, 12, 2, 5, 0, -3, -3
c1ccc(C(c2nnnn2C2CCCC2)N2CCN(c3nc4ccccc4s3)CC2)cc1 (stereo not given)
 : 1, -2, -2, -3, 0, -3, -1, 2, 1
Cc1ccc(NC(=O)NC2CC(=O)N(c3ccc4c(c3)OCCO4)C2)cc1F (stereo not given)
 : -2, -2, 0, 1, 9, 4, 0, 1, -3
CC(Oc1ccccc1)C(=O)Nc1cccc(NC(=O)c2ccco2)c1 (stereo not given)
 : -9, -1, 0, -4, -5, 5, 3, -1, -3
Cn1cc(CN(CCO)Cc2cccs2)c(-c2cccc(Cl)c2)n1
 : 1, 4, 3, 0, 3, 9, 3, 5, -2
CCOC(=O)N1CCN(c2c(NCCCN3CCCCCC3)c(=O)c2=O)CC1
 : 2, -3, 3, 8, 3, 1, -4, 0, -2
N#Cc1c(NC(=O)C2CC(c3ccccc3O)=NO2)sc2c1CCC2 (stereo not given)
 : 11, 4, -2, 5, 3, 10, 2, -6, -3
CNC(=O)c1ccccc1-c1cn(C)c2ccccc2c1=O
 : 9, 3, -4, -1, 0, -2, -3, 3, -1
COc1cc(C(=O)OCC(=O)Nc2ccc(N3CCOCC3)cc2)ccc1OCC(C)C
 : 5, 2, 9, 15, -2, 5, -2, 1, 0
C=CCC[C@H](Cc1ccc(F)cc1)C(=O)OC[C@H](Cc1c[nH]c2ccccc12)NC(=O)[C@@H](CC=C)CC(=O)N[C@H](CO)Cc1ccccc1
 : 9, nt, nt, -5, nt, -1, 0, nt, -2
O=C(Oc1ccc(Br)cc1)c1cccc(S(=O)(=O)N2CCOCC2)c1
 : 4, 1, 8, -10, -6, 1, 8, 1, 3
COc1ccccc1C1CC(=O)NC(C)=C1C(=O)OC(C)C (stereo not given)
 : 4, -1, 13, 5, 5, 2, 4, 3, -2
COC(=O)c1sccc1NC(=O)c1ccc(Br)s1
 : 7, -3, 1, -7, 2, -3, -7, -1, -7
CCN(C(=O)c1ccc2c(SCC(=O)O)c3c(nc2c1)CCC3)c1cc(Cl)ccc1OC
 : 1, 5, -12, 1, 20, 7, 6, 1, -2
CCCC(=O)NC(=S)NNC(=O)c1ccc([N+](=O)[O-])cc1
 : 1, 5, 4, 7, 5, 23, 3, 3, -1
Cc1ccc(OC(=O)c2ccc(C)c([N+](=O)[O-])c2)cn1
 : 6, -1, 15, 5, -5, 2, 6, -4, 9
CS(=O)(=O)N(CC(=O)NCCSCc1ccccc1Cl)c1ccccc1F
 : 2, 3, 0, -3, 1, 18, 1, 1, -2
COc1cccc(-c2noc(-c3ccc4c(c3)OCO4)n2)c1
 : -1, -4, 5, 1, -6, 2, 1, -1, 4
O=C(NCc1cccc(Br)c1)c1cc(-c2ccccc2)nn1CC1CC(c2cccnc2)=NO1 (stereo not given)
 : 2, -4, -1, -2, 3, 4, 8, -2, -2
Cn1c(-c2ccccc2)cnc1SCC(=O)N1CCCCC1
 : 0, 5, 6, 10, -6, 5, -6, 0, 1
Cc1cc2nc(-c3ccc(SCC(=O)Nc4ccc5c(c4)OCCO5)nc3)[nH]c2cc1C
 : 4, -26, -14, -9, -21, 1, 6, -19, -2
Cc1ccccc1-n1c(SCC(=O)N2CCCC2)nnc1-c1ccccn1
 : -3, 3, -1, -8, 7, 1, -3, 2, 4
Cc1cc(C)c(NC(=O)CS(=O)CC(=O)Nc2cccnc2)c(C)c1 (stereo not given)
 : 3, 2, -5, -5, 4, 1, 1, 1, 1
CCCOc1ccc(C2NC(=O)CCC2[N+](=O)[O-])cc1 (stereo not given)
 : 1, -8, 6, -4, -1, 6, 0, -4, 1
Cc1cc(C)nc(Oc2ccc([N+](=O)[O-])cc2)n1
 : 0, 1, 8, 7, 1, 12, 5, 6, -1
O=C(CC1c2ccccc2Oc2ccccc21)Nc1ccccc1C(F)(F)F
 : 9, 6, 0, -5, -1, 0, 10, -4, -5
Nc1nnc(SCn2nnc3ccccc3c2=O)s1
 : -1, 9, 1, -2, -2, 8, 1, 1, -4
Cc1cc(C)cc(C(=O)Nc2ccc(N3CCN(C(=O)c4ccco4)CC3)cc2)c1
 : 10, 7, -3, 13, 1, -1, 3, 4, 3
COc1cc(CCCN2C(=O)C(=O)NC[C@@H]2CC2CCCCC2)cc(OC)c1OC
 : 6, -2, 5, 8, 7, 6, 3, -2, -3
O=C(O)CCC(=O)N(Cc1cccs1)Cc1cccs1
 : 2, 9, 4, 6, 5, 6, 8, 2, 5

Whole records, looked up by structure. Order of values: pPAFAH FP inh | LYPLA2 counter | GSTO1 counter | PAFAH2 FP inh | PME-1 primary | PAFAH1B3 inh | PAFAH1B2 FP inh | LYPLA1 inh | PAD4 inh
O=C(Oc1ccc(Br)cc1)c1cccc(S(=O)(=O)N2CCOCC2)c1 in the list: 4 | 1 | 8 | -10 | -6 | 1 | 8 | 1 | 3
COc1cc(CCCN2C(=O)C(=O)NC[C@@H]2CC2CCCCC2)cc(OC)c1OC in the list: 6 | -2 | 5 | 8 | 7 | 6 | 3 | -2 | -3

Source: PubChem BioAssay (The Scripps Research Institute Molecular Screening Center)
